Compound activity: PubChem, National Center for Advancing Translational Sciences (NCATS)
TbPYK inhibitor – qHTS of Trypanosoma Brucei Inhibitors; TbPYK enzyme, Kinase-Glo Plus ATP luminescence, 45 min; Potency, µM (series often up to 76.8 µM), for inactives: at the top dose activity, negative = inhibition, actives largely listed as inhibitors; actives 0.12% (n = 410,000); AID 624173, 2012; note: nearly all actives have a fitted effect of over 50% in size
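ADP (130 uM final) triggers the TbPYK reaction after compound addition; incubation is 45 min at room temperature. Kinase-Glo Plus is then added and luminescence imaged. Normalized data are fitted to concentration-effect curves.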
HCV inh – qHTS Assay for Inhibitors of Hepatitis C Virus (HCV) | Huh7.5.1 HCVcc-Cre infection, luciferase reporter, 44 h | actives 3.4% (n = 340,000) | AID 651820, 2012 | Potency, µM (highest dose often 41.8 µM), without a hit: at the top dose activity change, negative = inhibition, most hits filed as inhibitors
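After 44 h co-culture of compound, cells and HCVcc-Cre (~0.5 moi), substrate is added for 15 min at room temperature and luciferase measured over 15 sec. Cells were seeded at 1,000/well and pre-cultured 4 h.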
Pf growth 48h – Primary qHTS for delayed death inhibitors of the malarial parasite plastid, 48 hour incubation; AID 504832, 2011; actives 5.9% (n = 310,000); Potency, µM (series often up to 28.7 µM), for the others: at the highest dose activity change, negative = inhibition, most hits filed as inhibitors; P. falciparum luciferase growth in erythrocytes, 48 h
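Erythrocytes infected with P. falciparum carrying an integrated firefly luciferase reporter (2% hematocrit, 0.1% parasitemia final) were exposed to compounds in RPMI 1640 with 0.5% Albumax at 37 C, 5% CO2. Growth inhibition was scored as reduced luminescence.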
Sm TGR inh – qHTS Assay for the Inhibitors of Schistosoma Mansoni Peroxiredoxins | Schistosoma mansoni thioredoxin glutathione reductase (TGR), Q962Y6 | purified TGR, DTNB reduction, TNB absorbance 405 nm | Potency, µM (doses to about 114 µM), without a hit: at the highest dose activity change, negative = inhibition, most hits filed as inhibitors | actives 3% (n = 360,000) | AID 485364, 2010; note: nearly all actives have a fitted effect of over 60% in size
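TGR 20 nM + NADPH 100 uM (dispensed conc.), cpd preinc 15 min RT; start with NADPH (500 uM addition) then DTNB (15 mM addition). Kinetic TNB absorbance, 405 nm filter. Four-parameter Hill fit across titration.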
LmPK inhibitor – qHTS Assay for Inhibitors of Leishmania Mexicana Pyruvate Kinase (LmPK); Potency, µM (top dose mostly 57.5 µM), without a hit: at the highest dose activity change, negative = inhibition, actives largely listed as inhibitors; actives 0.37% (n = 290,000); Q27686; AID 1721, 2009; purified LmPK, Kinase-Glo ATP luminescence, 1 h
Target sequence (Q27686 whole entry, looked up): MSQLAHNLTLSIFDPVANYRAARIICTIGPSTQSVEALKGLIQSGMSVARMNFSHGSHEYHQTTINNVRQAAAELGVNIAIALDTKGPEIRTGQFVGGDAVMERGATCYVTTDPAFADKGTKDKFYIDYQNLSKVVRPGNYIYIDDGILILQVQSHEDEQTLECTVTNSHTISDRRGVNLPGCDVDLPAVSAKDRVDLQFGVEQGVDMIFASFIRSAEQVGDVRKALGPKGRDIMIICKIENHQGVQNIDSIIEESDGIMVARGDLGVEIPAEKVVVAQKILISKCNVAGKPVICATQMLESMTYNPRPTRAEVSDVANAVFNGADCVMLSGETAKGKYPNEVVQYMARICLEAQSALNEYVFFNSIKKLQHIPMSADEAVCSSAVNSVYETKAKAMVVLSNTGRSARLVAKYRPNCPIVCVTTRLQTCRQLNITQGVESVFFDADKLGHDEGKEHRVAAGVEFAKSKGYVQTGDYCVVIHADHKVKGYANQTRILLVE
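qHTS format; LmPK 0.1 nM; substrates PEP 0.5 mM and ADP 0.1 mM. One-hour room-temperature incubation, then coupled luciferase luminescence; 0.5 nM enzyme wells mark activation.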
Pf growth 96h – Primary qHTS for delayed death inhibitors of the malarial parasite plastid, 96 hour incubation. P. falciparum luciferase reporter growth, 96 h. Potency, µM (top dose mostly 28.7 µM), without a hit: top-dose activity change, negative = inhibition, most hits filed as inhibitors. actives 6.9% (n = 320,000)
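96 h incubation, 37 C, 5% CO2, of luciferase-reporter P. falciparum-infected RBCs (2% hematocrit, 0.05% parasitemia final) with test compounds; endpoint luminescence.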
Starred values were filed as active, the others as inactive; ? = inconclusive; / = no result given; ! = a repeat was not active; [ ] = another dose, or the depositor's remark. Calls come from the whole dose curve; as a rule, active = well fitted curve in the direction sought with a large enough effect; inconclusive = small, poorly fitted or top-dose-only effect, or another doubt; inactive = no such curve, though single readings can be large; an effect the other way counts as inactive or inconclusive. % is set by controls: 0 for no effect and ±100 for the full control effect; potency is the fitted concentration of half-maximal effect. Compounds were not picked by outcome. About 16% of those tested had a hit in this group.

Labels used below: A = TbPYK inhibitor; B = HCV inh; C = Pf growth 48h; D = Sm TGR inh; E = LmPK inhibitor; F = Pf growth 96h
COC(=O)c1cc(C)sc1NC(=O)CCCC(=O)O
  A: 2%	B: 4%	C: -2%	D: 1%	E: -4%	F: 9.3µM*

Clc1ccc(Cn2c(CN3CCCC3)nc3ccccc32)cc1
  A: 2%[33.2 µM]	B: -7%[8.37 µM]	C: ?	D: -21%	E: 15%	F: 4.1µM*!

COc1cccc(C(=O)COc2ccc(NC(=O)c3cccs3)cc2)c1
  A: 0%	B: -17%	C: 12µM*	D: -6%	E: -1%	F: ?

Cc1cc(C)cc(OCc2nnc(SCC(=O)c3ccc(Br)cc3)o2)c1
  A: -4%	B: ?	C: 7%	D: 0%	E: 0%	F: /

Cc1c(C(=O)OCC(=O)N2CCCC2=O)oc2ccccc12
  A: 8%	B: 13%	C: -26%	D: -2%	E: /	F: 20%

CN1CCN(C(c2ccc(F)cc2)c2nnnn2Cc2cccs2)CC1 (stereo unspecified)
  A: 0%	B: -7%	C: 0%	D: -27%	E: 4%	F: -3%

CN(C(=O)c1cccs1)c1ccc(OCC(=O)N2CCC(C(N)=O)CC2)cc1
  A: 1%	B: ?	C: 16%	D: -9%	E: -2%	F: 6%

CC(C)CN(C(=O)CSc1ncnc2ccccc12)C1CCS(=O)(=O)C1 (stereo unspecified)
  A: 1%	B: 25%	C: -25%	D: 0%	E: /	F: -20%

CCC(Cc1ccccc1)NC(=O)CCNS(=O)(=O)c1cc(Br)cnc1N (stereo unspecified)
  A: 1%	B: -14%	C: -22%	D: -26%	E: 0%	F: -1%

CN1CCC(N(C)S(=O)(=O)c2ccc(NC(=O)COc3cccc(Cl)c3)cc2)CC1
  A: 1%	B: ?	C: 9.3µM*	D: 5%	E: /	F: 13µM*

CCOC(=O)C1CCN(S(=O)(=O)c2cc(C(=O)N3CCCCC3)ccc2OC)CC1
  A: 2%	B: -22%	C: ?	D: -3%	E: 1%	F: -27%

CC(=O)N1CCN(Cc2ccc(Br)s2)CC1
  A: 2%	B: 0%	C: 20%	D: 6%	E: 1%	F: /

CC(C)CC(NC(=O)C1CCC(C)CC1)C(=O)NCc1cccnc1 (stereo unspecified)
  A: -7%	B: 8%	C: /	D: 73%[activator]	E: 2%	F: /

Cc1ccc(OCCNC(=O)c2ccc(COc3ccccc3)o2)cc1
  A: 1%	B: -5%[8.37 µM]	C: -6%	D: 0%	E: /	F: -2%

COc1ccccc1C(=O)NCCC(=O)N1CCN(C(C)=O)CC1
  A: -6%	B: 0%	C: -2%	D: 5%	E: /	F: 57%[activator]

S=C(c1ccc(Cl)cc1)N1CCN(Cc2ccccc2)CC1
  A: 4%	B: -22%	C: -5%	D: /	E: 2%	F: ?

CCN1CCN(Cc2oc(CO)cc(=O)c2O)CC1
  A: 2%	B: 14%	C: /	D: -2%	E: -3%	F: 11%

COc1ccc(N2CCN(C(=O)Cc3ccc(S(=O)(=O)N4CCOCC4)s3)CC2)cc1
  A: -3%	B: -29%	C: ?	D: -33%	E: 1%	F: ?

Cc1cc(C)n(CCC(=O)N/N=C/c2ccc(O)cc2)n1
  A: -6%	B: 33%[activator]	C: 9%	D: -6%	E: -3%	F: -25%

COc1ccc(C(C(=O)NC2CCCC2)N(C(=O)c2ccoc2C)c2ccccc2)cc1 (stereo unspecified)
  A: 12%	B: 2%	C: -28%	D: -16%	E: 2%	F: -25%

Cc1ccc(S(=O)(=O)N2CCOCC2)cc1NC(=O)Cn1cc(C(F)(F)F)cc(Cl)c1=O
  A: 0%	B: -21%	C: 19%	D: -29%	E: 3%	F: 19%

COc1cc2[nH]c(=S)nc(NCc3ccccn3)c2cc1OC
  A: 0%	B: -1%	C: ?	D: 0%	E: -1%	F: ?

COc1ccc([N+](=O)[O-])cc1N(CC1CO1)S(=O)(=O)c1ccc(C)cc1 (stereo unspecified)
  A: 0%	B: -17%	C: -6%	D: -28%[57.1 µM]	E: 0%	F: 20%

CCNS(=O)(=O)c1ccc(CCC(=O)N2CCc3ccccc3C2)cc1
  A: 2%	B: -10%	C: -2%	D: -6%	E: 6%	F: ?

Cc1cc2cccc(C)c2nc1SCC(=O)NNC(=O)c1ccco1
  A: 3%	B: 5%	C: -7%	D: -6%	E: -4%	F: -17%

Single entries from above:
In Pf growth 96h, `CN1CCC(N(C)S(=O)(=O)c2ccc(NC(=O)COc3cccc(Cl)c3)cc2)CC1` has 13µM*
In LmPK inhibitor, `COc1ccc(C(C(=O)NC2CCCC2)N(C(=O)c2ccoc2C)c2ccccc2)cc1` (stereo unspecified) has 2%

The main list resumes with the 2 entries that preceded the break.
Labels used below: A = TbPYK inhibitor; B = HCV inh; C = Pf growth 48h; D = Sm TGR inh; E = LmPK inhibitor; F = Pf growth 96h
CCNS(=O)(=O)c1ccc(CCC(=O)N2CCc3ccccc3C2)cc1
  A: 2%	B: -10%	C: -2%	D: -6%	E: 6%	F: ?

Cc1cc2cccc(C)c2nc1SCC(=O)NNC(=O)c1ccco1
  A: 3%	B: 5%	C: -7%	D: -6%	E: -4%	F: -17%

CCCC(=O)c1c(C)c2ccccc2n1C
  A: -7%	B: -1%	C: -12%	D: -1%	E: -7%	F: 3.3µM*

CC(C)Oc1cc(NC(=O)CSCC(=O)Nc2cccc(C(F)(F)F)c2)c(Cl)cc1Cl
  A: -6%	B: ?	C: -10%	D: 3%	E: 0%	F: 16%

CCCOc1ccc(C2c3c(oc4cc(C)c(C)cc4c3=O)C(=O)N2CCCN2CCOCC2)cc1 (stereo unspecified)
  A: 5%	B: -8%	C: /	D: ?	E: 14%	F: 166%[activator]

NC(=NCCc1c[nH]c2ccccc12)NS(=O)(=O)c1ccc2ccccc2c1
  A: -4%	B: ?	C: 5%	D: 0%	E: 2%	F: 6%

Cc1cccc(N2CCN(CC(=O)NCc3ccccc3)CC2)c1C
  A: -1%	B: -18%	C: 8%	D: 6%	E: -5%	F: ?

COc1ccccc1Nc1nc(-c2sc(NC(=O)c3ccc([N+](=O)[O-])cc3)nc2C)cs1
  A: /	B: /	C: ?	D: 11%	E: -1%	F: ?

CCCn1c(C)cc(C(=O)CSc2nc3nc(C)cc(C)n3n2)c1C
  A: 4%	B: ?	C: ?	D: -18%	E: -1%	F: 9.3µM*

CC(C)Cn1c(N)c(S(=O)(=O)c2cccs2)c2nc3ccccc3nc21
  A: -7%	B: ?	C: ?	D: 2%	E: 9%	F: /

CC1(C(=O)Nc2cccc(S(=O)(=O)N3CCOCC3)c2)Cc2ccccc2C(=O)O1 (stereo unspecified)
  A: -1%	B: 21%	C: -5%	D: 9%	E: -1%	F: -5%

O=C(Nc1cccc([N+](=O)[O-])c1)Nc1ccc2c(c1)CCC2
  A: 2%	B: ?	C: -11%	D: 5%	E: 8%	F: 61%[activator]

CCn1cnc2c1c(=O)n(CC(=O)OC)c(=O)n2Cc1ccccc1
  A: -3%	B: -1%	C: ?	D: -1%	E: 2%	F: ?

CC(CN(C)Cc1ccccc1)OC(=O)c1cccs1 (stereo unspecified)
  A: 7%	B: 12%	C: 7%	D: -2%	E: 0%	F: 10%

CCN1CCN(CCCCOc2ccccc2F)CC1
  A: 5%	B: -6%	C: /	D: 10%	E: -11%	F: 57%[activator]

Cc1cccc(NS(=O)(=O)c2cc(C(=O)N3CCN(C)CC3)ccc2C)c1
  A: -15%	B: 16%	C: /	D: 9%	E: 0%	F: 9.3µM*

COc1ccccc1-c1cc(N)n[nH]1
  A: 4%	B: -13%	C: /	D: 0%	E: -8%	F: 33%[activator]

COc1ccccc1C1C(C(C)=O)=C(C)N=c2s/c(=C\c3cc(OC)c(OC)c(OC)c3)c(=O)n21 (stereo unspecified)
  A: -3%	B: ?	C: 9.3µM*	D: -1%	E: 4%	F: ?

CSCCC(NC(=O)c1ccccc1)C(=O)N/N=C(\C)Cc1ccccc1 (stereo unspecified)
  A: 5%	B: 13%	C: 6%	D: 0%	E: -4%	F: 0%

O=CN(Cc1ccco1)C1(C(=O)NC2CCCCC2)CCCCC1
  A: -13%	B: -1%	C: 4%	D: ?	E: 5%	F: -6%

Cc1cccnc1NC(N)=S
  A: -14%	B: -2%	C: 34%[activator]	D: 7%	E: -3%	F: -7%

CCc1cc(C(=O)NNC(=S)Nc2cccc(C)c2)cs1
  A: -14%	B: 1%	C: 135%[activator]	D: -18%	E: -8%	F: 77%[activator]

COc1ccc(C(=O)[C@H]2[C@H]3C(=O)N(c4ccccc4)C(=O)[C@H]3C3C=CC=NN32)cc1 (stereo partly specified)
  A: -13%	B: 2%	C: 17µM*	D: ?	E: -2%	F: 50%[activator]

CC1CC(C)CN(C(=O)CN2C(=O)NC(c3ccccc3)(c3ccccc3)C2=O)C1 (stereo unspecified)
  A: 2%	B: 11%	C: ?	D: -1%	E: /	F: ?

COc1ccc(-n2c(CCc3ccccc3)nnc2SCC(=O)c2ccccc2)cc1
  A: -28%	B: -10%	C: ?	D: 11%	E: -4%	F: 4%

O=C(CSc1nnc(Cc2ccccc2)o1)NCc1ccco1
  A: 5%	B: 4%	C: -15%	D: 45µM*	E: 4%	F: -23%

Clc1cccc(NCc2ccccc2)n1
  A: 2%	B: 7%	C: 13%	D: -7%	E: 0%	F: -27%[5.75 µM]

Cc1nc2ccccc2c(=O)n1CCCO
  A: -8%	B: 1%	C: 3%	D: 16%	E: 0%	F: ?

C=CCn1c(SCc2ccccc2F)nc2cc(C(=O)O)ccc2c1=O
  A: 7%	B: 14%	C: 0%	D: -7%	E: -7%	F: 9%

NC(N)=NC(N)=Nc1cccc(Cl)c1
  A: -11%	B: 5%	C: ?	D: -8%	E: -2%	F: 10µM*

COc1ccccc1CNC(=O)c1ccc(NS(C)(=O)=O)cc1
  A: -6%	B: 9%	C: 11%	D: -13%	E: 1%	F: 8%

Cc1cc(/C=C2\C(=O)NC(=O)N(Cc3ccccc3)C2=O)c(C)n1-c1ccc(Cl)c(C(=O)O)c1
  A: -6%	B: 2%	C: -6%	D: ?	E: 0%	F: 15%

C=C1CSc2nc(=O)c3c4c(sc3n21)CCC4
  A: 2%	B: 14%	C: -6%	D: 0%	E: -3%	F: /

CCOC(=O)c1cccc(NS(=O)(=O)c2ccc(NC(C)=O)cc2)c1
  A: /	B: 2%	C: /	D: -11%	E: 11%	F: 12%

COc1ccc(C)cc1NC(=O)C1COc2ccccc2O1 (stereo unspecified)
  A: 5%	B: ?	C: -3%	D: 0%	E: 0%	F: ?

COC(=O)c1sc2ncccc2c1OCc1ccc(Cl)cc1
  A: 5%	B: -6%	C: -12%	D: 10%	E: 0%	F: ?

COc1ccc(S(=O)(=O)N(CCC(N)=O)Cc2ccco2)cc1OC
  A: -1%	B: -1%	C: 21%	D: 0%	E: 0%	F: ?

Cc1cc(CNC(=O)Cn2cc([N+](=O)[O-])cn2)c2ccccc2n1
  A: -6%	B: 23%	C: 0%	D: 4%	E: 9%	F: ?
